Anthrax LF inh2: anthrax lethal factor protease inhibition; 0.12% of 360,000 active; AID 588501; multiplex microsphere protease cleavage assay, LF; inhibition, % at 10 µM; further: plate controls were buffer without enzyme for full effect and enzyme alone for no effect
PfHsp40 yeast: restores yeast growth despite PfHsp40 toxicity | S. cerevisiae expressing PfHsp40, growth rescue, ATP luminescence | growth rescue, % at 12.5 µM | 0.68% of 340,000 active | AID 504582; in the data active means growth rescue above about 28%, passing the limit was not always enough; inconclusive means no clear call, values can overlap the other calls;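 further: yeast W303a lacking pdr1 and pdr3 grown in galactose medium; growth measured after three days at 30 °C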
TcdB inh: TcdB glycohydrolase inhibition. TcdB glycohydrolase enzymatic assay, plate reader. inhibition, % at 9.99 µM. 0.24% of 350,000 active; in the data active means inhibition above about 10%
Target sequence (P18177 whole entry, looked up): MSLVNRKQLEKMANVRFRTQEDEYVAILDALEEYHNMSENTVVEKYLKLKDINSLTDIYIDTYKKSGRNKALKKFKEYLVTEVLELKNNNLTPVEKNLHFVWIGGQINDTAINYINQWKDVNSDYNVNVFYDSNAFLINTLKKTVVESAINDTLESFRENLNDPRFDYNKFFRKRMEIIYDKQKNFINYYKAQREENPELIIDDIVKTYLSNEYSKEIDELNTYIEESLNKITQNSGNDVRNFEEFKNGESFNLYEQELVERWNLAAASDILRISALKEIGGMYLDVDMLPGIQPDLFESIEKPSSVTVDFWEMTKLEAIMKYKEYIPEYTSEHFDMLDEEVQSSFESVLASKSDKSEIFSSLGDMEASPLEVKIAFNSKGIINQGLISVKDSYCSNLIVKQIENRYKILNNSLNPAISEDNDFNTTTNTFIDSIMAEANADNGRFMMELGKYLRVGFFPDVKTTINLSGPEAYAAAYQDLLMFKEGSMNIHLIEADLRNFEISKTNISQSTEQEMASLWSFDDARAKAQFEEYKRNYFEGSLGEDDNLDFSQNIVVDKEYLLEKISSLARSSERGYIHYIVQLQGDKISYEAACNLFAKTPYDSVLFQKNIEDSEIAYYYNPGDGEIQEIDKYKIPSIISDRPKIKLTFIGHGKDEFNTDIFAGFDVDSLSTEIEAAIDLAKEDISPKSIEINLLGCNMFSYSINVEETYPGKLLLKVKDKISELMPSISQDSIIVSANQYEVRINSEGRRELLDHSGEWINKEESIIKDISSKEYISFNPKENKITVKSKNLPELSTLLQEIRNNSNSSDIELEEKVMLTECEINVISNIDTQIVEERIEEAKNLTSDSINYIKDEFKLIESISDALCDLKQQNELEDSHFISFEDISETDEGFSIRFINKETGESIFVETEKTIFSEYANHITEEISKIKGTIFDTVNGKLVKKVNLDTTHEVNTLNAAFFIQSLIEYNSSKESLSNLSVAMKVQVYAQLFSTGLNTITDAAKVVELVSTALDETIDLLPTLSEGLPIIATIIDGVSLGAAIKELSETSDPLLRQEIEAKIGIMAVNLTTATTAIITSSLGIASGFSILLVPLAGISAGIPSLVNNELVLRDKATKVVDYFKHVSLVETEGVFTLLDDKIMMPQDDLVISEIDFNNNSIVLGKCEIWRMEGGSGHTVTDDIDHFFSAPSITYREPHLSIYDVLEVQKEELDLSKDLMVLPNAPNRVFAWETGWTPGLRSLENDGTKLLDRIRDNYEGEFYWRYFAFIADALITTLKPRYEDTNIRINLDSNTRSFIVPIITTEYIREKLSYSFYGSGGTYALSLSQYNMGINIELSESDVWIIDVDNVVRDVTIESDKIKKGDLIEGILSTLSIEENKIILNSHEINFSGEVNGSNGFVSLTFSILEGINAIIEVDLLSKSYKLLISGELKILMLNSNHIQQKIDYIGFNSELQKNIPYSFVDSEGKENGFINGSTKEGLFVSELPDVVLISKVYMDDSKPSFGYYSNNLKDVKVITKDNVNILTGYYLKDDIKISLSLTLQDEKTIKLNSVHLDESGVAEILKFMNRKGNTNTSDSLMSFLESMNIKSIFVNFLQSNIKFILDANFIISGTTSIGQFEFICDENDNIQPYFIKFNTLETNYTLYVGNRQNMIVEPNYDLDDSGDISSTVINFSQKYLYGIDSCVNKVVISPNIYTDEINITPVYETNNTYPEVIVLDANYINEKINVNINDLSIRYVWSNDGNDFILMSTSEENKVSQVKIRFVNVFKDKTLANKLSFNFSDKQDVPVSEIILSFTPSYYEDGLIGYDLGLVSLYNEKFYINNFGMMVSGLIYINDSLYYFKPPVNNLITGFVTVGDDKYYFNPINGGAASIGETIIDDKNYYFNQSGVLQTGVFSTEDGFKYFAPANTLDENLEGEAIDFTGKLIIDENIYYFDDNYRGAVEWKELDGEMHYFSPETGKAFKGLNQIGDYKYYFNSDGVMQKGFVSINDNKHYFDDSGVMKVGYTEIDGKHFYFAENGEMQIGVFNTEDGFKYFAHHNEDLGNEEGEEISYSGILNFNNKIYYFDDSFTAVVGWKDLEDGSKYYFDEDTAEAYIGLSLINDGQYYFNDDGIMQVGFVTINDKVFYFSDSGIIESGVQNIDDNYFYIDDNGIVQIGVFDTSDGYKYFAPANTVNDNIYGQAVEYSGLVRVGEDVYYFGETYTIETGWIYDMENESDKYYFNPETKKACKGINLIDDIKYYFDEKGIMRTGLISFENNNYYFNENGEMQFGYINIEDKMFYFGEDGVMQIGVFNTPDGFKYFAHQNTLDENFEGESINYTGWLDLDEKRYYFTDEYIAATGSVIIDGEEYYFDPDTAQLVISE
Y pestis TopoI: blocks Yersinia pestis topoisomerase I activity. Y. pestis Topo-I cleavage product accumulation, plate reader. activity, % at 10 µM. 0.064% of 360,000 active; in the data active means activity above about 50%, passing the limit was not always enough; inconclusive means no clear call, values can overlap the other calls; further: inactives centre near 2
BoNT-F LC inh: blocks Botulinum neurotoxin F light chain protease. Multiplex microsphere protease cleavage assay, flow cytometry. inhibition, % at 10 µM. 0.22% of 360,000 active; in the data active means inhibition above about 35%, passing the limit was not always enough; inconclusive means no clear call, values can overlap the other calls; further: plate controls were buffer without enzyme for full effect and enzyme alone for no effect
PrPC surface inh: reduces human prion protein on the cell surface | 0.43% of 370,000 active | inhibition, % at 13.8 µM | AID 720596 | P04156 | cell surface PrPC, TR-FRET read-out; in the data active means inhibition above about 24%; further: 0% = median of the test wells and 100% = reference compound wells
CCHF vOTU inh: blocks the CCHF virus ovarian tumor domain protease; CCHFV vOTU protease, Pep-AMC fluorescence; inhibition, % at 11.5 µM; 0.55% of 370,000 active; AID 651958; in the data active means inhibition above about 30%; further: 0% = vehicle wells with enzyme and 100% = no enzyme wells
BoNT A protease: inhibitors of Botulinum neurotoxin A light chain protease | multiplex microsphere protease substrate cleavage, flow cytometry | inhibition, % at 10 µM | 0.17% of 360,000 active; further: plate controls were buffer without enzyme for full effect and enzyme alone for no effect
FadD28 FP inh: M. tuberculosis FadD28 bisubstrate binding inhibition | inhibition, % at 12.5 µM | 0.22% of 360,000 active | FadD28 bisubstrate probe binding, fluorescence polarization | AID 588549; in the data active means inhibition above about 8.5%, passing the limit was not always enough; inconclusive means no clear call, values can overlap the other calls
The depositor's hits bear a star; ? = inconclusive; . = not tested or not shown. Unless noted, no stated cut-off is given here; in the data, active means inhibition above about 30%; inconclusive means no clear call, values can overlap the other calls; inactive means below that.

Values run as follows: Anthrax LF inh2	PfHsp40 yeast	TcdB inh	Y pestis TopoI	BoNT-F LC inh	PrPC surface inh	CCHF vOTU inh	BoNT A protease	FadD28 FP inh
> COc1ccc(-c2c([C@H]3[C@H]4C=CC[C@@H](C)[C@@H]4C(=O)N3Cc3ccccc3)ccc3ccccc23)cc1OC
    -5	0.7	-1.3	28	0	5	15	0.4	-0.8
> CCOc1ccc(CN2C(=O)c3ccccc3C2C(=O)NCC2CCCO2)cc1 (configuration not stated)
    -1	-0.5	0.4	2	-2	2	17	-0.6	0.3
> Cn1cc(CN2CCCC(CNC(=O)c3ccc4c(c3)OCO4)C2)c2ccccc21 (configuration not stated)
    -5	-1.1	3.1	-4	-3	-8	-8	-0.5	0.3
> CN(C)C(=O)NC1CCCCCCCCCCC1
    -3	0.6	.	1	1	0	3	1.0	-2.3
> CC(=O)c1cccc(NC(=O)c2oc(C)nc2C)c1
    2	-0.3	.	1	-4	-1	-7	-1.4	-1.0
> Cc1ccc(OCC(=O)Sc2ccc(C)cc2)cc1
    -18	1.4	.	17	-9	7	12	-1.4	-2.6
> CCOC(=O)/C(C#N)=C1/C=CN(C)C(C)=N1
    5	1.1	.	-2	-7	-1	15	0.8	-1.3
> O=C1N(Cc2cccc(Cl)c2)C[C@@H]2C[C@@H](c3ccsc3)N3CCC[C@@]123
    2	1.3	-3.9	23	7	14	4	-1.5	-2.2
> CN1CCN(CC(=O)Nc2c(C#N)cnn2-c2ccccc2)CC1
    17	.	0.3	-4	?	0	-14	-0.9	-2.7
> COc1ccc(C(=O)CC(=O)C(=O)Nc2c(C)cccc2C)cc1
    15	4.9	0.8	-1	-6	6	23	-0.2	-1.8
> O=C(C[n+]1cc(Br)cc(Br)c1)c1ccccc1
    2	0.6	-0.6	-6	-15	1	-8	0.2	-2.2
> CCCOc1ccc(C(NC(=O)CC(C)C)NC(=O)CC(C)C)cc1OC
    -2	-2.4	.	-3	-8	3	-12	-0.7	-1.0
> COc1ccc(OCCC(=O)OCC(=O)c2ccc[nH]2)cc1
    6	-0.1	-0.4	3	7	4	-7	0.7	-1.4
> Cc1ccc2nc(Cl)c(/C=C/C(=O)c3ccco3)cc2c1
    2	1.3	0.4	1	-6	-4	11	-1.0	-1.0
> O=C(Nc1ccnn1C1CCN(Cc2cc(Cl)ccc2O)CC1)C1CC1
    -2	0.3	-0.1	5	1	-1	13	-0.2	0.1
> O=C(Cc1ccccc1)NC(Cc1ccc(Cl)cc1)C(=O)O (configuration not stated)
    1	7.1	0.6	5	-8	5	-3	-0.8	0.7
> CCC[C@@H](CN1CCC[C@H]1CN1C(N)=NC[C@H]1CC(C)C)N1C[C@@H](Cc2ccccc2)N(CCCC2CCCC2)C1=N
    2	1.1	1.1	13	-16	-2	11	-0.3	-1.1
> CCOc1cccc(C2/C(=C(/O)c3ccc4c(c3)CC(C)O4)C(=O)C(=O)N2CCCn2ccnc2)c1 (configuration not stated)
    -1	0.5	-0.2	-8	-2	12	14	0.7	-3.9
> COCc1cc(C)nc(NCCO)c1C#N
    3	-0.5	.	6	4	2	-11	0.6	-0.3
> CC(C)Cn1c(N)c(C(=O)COC(=O)c2cc(-c3ccco3)nc3ccccc23)c(=O)n(C)c1=O
    1	-1.5	0.2	-7	5	-6	5	1.4	-5.2

For reference, part of the list above:
Values run as follows: Anthrax LF inh2	PfHsp40 yeast	TcdB inh	Y pestis TopoI	BoNT-F LC inh	PrPC surface inh	CCHF vOTU inh	BoNT A protease	FadD28 FP inh
> CN(C)C(=O)NC1CCCCCCCCCCC1
    -3	0.6	.	1	1	0	3	1.0	-2.3
> CC(=O)c1cccc(NC(=O)c2oc(C)nc2C)c1
    2	-0.3	.	1	-4	-1	-7	-1.4	-1.0
> Cc1ccc(OCC(=O)Sc2ccc(C)cc2)cc1
    -18	1.4	.	17	-9	7	12	-1.4	-2.6
> CCOC(=O)/C(C#N)=C1/C=CN(C)C(C)=N1
    5	1.1	.	-2	-7	-1	15	0.8	-1.3
> O=C1N(Cc2cccc(Cl)c2)C[C@@H]2C[C@@H](c3ccsc3)N3CCC[C@@]123
    2	1.3	-3.9	23	7	14	4	-1.5	-2.2
> CN1CCN(CC(=O)Nc2c(C#N)cnn2-c2ccccc2)CC1
    17	.	0.3	-4	?	0	-14	-0.9	-2.7

Continued.
Values run as follows: Anthrax LF inh2	PfHsp40 yeast	TcdB inh	Y pestis TopoI	BoNT-F LC inh	PrPC surface inh	CCHF vOTU inh	BoNT A protease	FadD28 FP inh
> Cc1ccc(-c2csc3ncnc(SCC(=O)NCc4ccc5c(c4)OCO5)c23)cc1
    2	0.4	.	1	-13	3	-2	-0.8	-3.2
> COc1ccc(Cl)cc1NS(=O)(=O)c1c(C)nc2sccn2c1=O
    -8	-0.7	1.5	-4	-6	7	-3	-0.6	2.4
> CCOc1ccc2oc(C(=O)Nc3nccs3)c(C)c2c1
    0	-1.1	1.3	-2	-8	-5	10	-0.9	-2.4
> COc1cccc(C(=O)C(CCC#N)c2ccccc2)c1 (configuration not stated)
    3	.	0.7	-4	-11	-4	11	-0.6	-1.8
> CNS(=O)(=O)c1cn(CC(=O)N(C)Cc2ccccc2)cc1S(=O)(=O)NC
    0	.	-0.4	3	13	4	8	-0.9	0.7
> CCN(C[C@H]1N[C@@](CC)(C(=O)OC)[C@H]2C(=O)N(Cc3ccccc3)C(=O)[C@@H]12)C(C)=O
    -7	-1.2	-0.2	2	-7	-1	-8	-0.4	1.3
> CN1CCC(=NNc2ccc(S(=O)(=O)N3CCOCC3)cc2[N+](=O)[O-])CC1
    -1	1.1	-0.3	2	-15	-19	-5	-0.4	-2.5
> CCN(CC)C(=O)Cn1cc(C(=O)C(=O)N2CC=C(c3ccccc3)CC2)c2ccccc21
    -4	0.0	1.9	16	-1	6	10	2.0	1.0
> Cc1ccccc1Cn1nc(C)c(NC(=O)c2ccccc2)c1C
    2	-0.4	0.4	3	7	2	-1	-0.1	-3.3
> Cc1cccc(N2CCN(C(=O)c3[nH]c(C(F)(F)F)nc3-c3ccccc3)CC2)c1C
    -2	.	2.5	.	1	6	4	-0.6	-0.9
> O=C(COC(=O)c1cnc(Cl)c(Cl)c1)c1ccc(F)cc1
    4	1.6	0.5	-1	6	2	1	5.8	-3.3
> CC(=O)Nc1ccc(NC(=O)C2CCCN2C(=O)Nc2ccc(F)c([N+](=O)[O-])c2)cc1 (configuration not stated)
    -5	-0.5	0.8	-3	2	-28	-1	1.4	0.6
> COC(=O)[C@]1(C)CCC[C@@]2(C)C3CC[C@]4(OC(C)=O)C[C@@]3(CCC21)CC4=NO (some centres not stated)
    -4	-0.6	1.6	18	-6	-1	0	0.2	-1.7
> CCN(CC)C(=O)c1cccc(-c2csc(C(O)c3ccc(F)c(F)c3)n2)c1 (configuration not stated)
    -4	.	-1.0	27	-5	20	30*	-0.4	-0.1
> CS(=O)(=O)c1ccc(C(=O)N(Cc2ccccc2)c2ccccc2)cc1
    -4	-0.5	-0.7	0	4	-1	-1	-0.1	-1.1
> COC(=O)Cn1cc(C(=O)C(F)(F)F)c2ccccc21
    -3	0.1	1.3	-7	-1	4	-7	-1.3	-0.7
> CCOc1ccc2[nH]c(=O)c(CN(CCCN3CCOCC3)Cc3nnnn3Cc3ccc(OC)cc3)cc2c1
    -2	0.0	2.0	-2	3	-6	-24	3.6	-4.9
> COc1ccccc1OCC(=O)Nc1ccc(S(=O)(=O)Nc2cc(C)nc(C)n2)cc1
    0	0.3	.	4	4	7	-5	0.2	-0.1
> COc1ccc(-n2cc(-c3ccc(Cl)cc3)[nH]c2=S)cc1
    -8	0.6	1.8	-3	0	3	-20	-1.2	-1.0
> C1CCC2S[C@H]3CCCCC3NC2C1 (some centres not stated)
    -10	-0.3	0.4	1	1	5	2	-0.5	-2.5
> COc1cc(C(O)c2nc(-c3ccc(N(C)C)cc3)cs2)ccc1F (configuration not stated)
    -2	.	.	-5	5	.	.	0.0	-1.4
> COc1ccc(OC)c(/C=N/N=C(\N)c2nonc2N)c1
    15	0.0	0.0	-6	16	1	-7	-0.7	-0.7
> CCC(C)[C@H](N)c1cn([C@@H](Cc2ccc(O)cc2)C(=O)N2CCNCC2)nn1 (some centres not stated)
    -10	-1.8	0.3	1	-10	1	3	-0.8	-0.6
> CC(C)c1nnc2c(N(C)S(=O)(=O)c3ccccc3)nc3ccccc3n12
    0	0.2	0.3	0	-4	-3	11	-0.8	-2.2
> O=C(C1COc2ccccc2O1)N1CCN(c2ccccc2O)CC1 (configuration not stated)
    .	-0.3	0.2	-1	.	-3	3	.	-2.7
> Cc1nc(NS(=O)(=O)c2ccccc2)sc1C(C)(C)C
    2	1.4	.	4	4	8	-6	0.8	-2.2
> CCC(CC)C(=O)N(C)c1c(C)nc2c(OCC(=O)C(C)(C)C)cccn12
    -2	.	0.4	-2	-2	-7	-17	-0.6	-1.9
> Cc1cc(C(=O)N/N=C/c2c(C)n(C)c3ccccc23)n[nH]1
    -2	-0.4	0.9	1	-2	5	10	-0.4	-0.3
> NC(=O)CC(NC(=O)c1cccc(Br)c1)c1ccc(N2CCC(N3CCCC3)CC2)c([N+](=O)[O-])c1 (configuration not stated)
    2	0.2	0.0	-6	-28	-9	9	-0.5	-0.7
> Cc1cc(C)c2c(n1)nn1c(NCCCN3CCOCC3)cc(C)nc21
    -37	-0.7	.	-2	-26	-1	19	-2.7	-1.9
> Brc1ccccc1-c1nnc2sc(-c3ccc4c(c3)OCCO4)nn12
    -4	2.4	.	-2	-13	8	3	-0.4	-1.0
> COc1ccccc1-c1ocnc1C(=O)N1CCN(S(=O)(=O)c2ccc(NC(C)=O)cc2)CC1
    -1	-0.4	0.8	0	-1	-3	3	-0.4	0.1
> CC(/C=N/NC(=O)c1nn(C)c(C)c1Br)=C\c1ccccc1
    -2	-1.0	0.4	10	-6	-3	12	-1.1	-5.6
> CCOC(=O)[C@]12CCC=C1N(Cc1ccccc1)C(=O)[C@H](CC(=O)NCc1cccc(C(F)(F)F)c1)C2
    -3	.	0.9	.	-4	-6	19	0.4	.
> CCCn1c(SCC(=O)NCC(=O)Nc2ccc(F)c(F)c2F)nc2ccccc2c1=O
    5	0.3	1.1	12	1	7	4	0.4	-1.5
> CCOC(=O)CSc1nnc(NC(=O)c2ccc3c(c2)OCO3)s1
    0	-0.6	2.0	4	-3	0	6	-7.6	-2.4
> Cc1cc(C(=O)NCc2ccc(S(N)(=O)=O)cc2)ccc1[N+](=O)[O-]
    0	-0.7	.	-3	-4	-18	4	-0.5	-3.1
> COC(=O)c1cc(NC2c3ccccc3C(=O)N2c2cccnc2)cc(C(=O)OC)c1 (configuration not stated)
    0	0.3	0.9	3	6	5	-3	0.3	-2.3
> CC(=O)c1cc(-c2ccc(F)cc2)n(CCC(=O)Nc2cccnc2)c1C
    1	-1.1	.	-4	-4	4	1	-0.1	-4.3
> Cc1ccc2oc(C(=O)N3CCN(Cc4nccn4C)CC3)c(C)c2c1
    6	-0.5	1.2	4	-4	-7	11	2.1	-0.6
> CCCCNC(=O)c1ccc(CS(=O)(=O)c2ccc(OC)cc2)o1
    -3	-1.0	0.4	-6	0	-5	4	-0.1	1.9
> COC(=O)c1ccc(N2CCOCC2)c(NC(=O)c2ccc3c(c2)OCO3)c1
    -1	-0.3	1.7	10	-28	3	-1	2.1	0.6

Laid out differently: results already given.
| Compound | Anthrax LF inh2 | PfHsp40 yeast | TcdB inh | Y pestis TopoI | BoNT-F LC inh | PrPC surface inh | CCHF vOTU inh | BoNT A protease | FadD28 FP inh |
| --- | --- | --- | --- | --- | --- | --- | --- | --- | --- |
| Cc1cc(C(=O)NCc2ccc(S(N)(=O)=O)cc2)ccc1[N+](=O)[O-] | 0 | -0.7 | . | -3 | -4 | -18 | 4 | -0.5 | -3.1 |
| COC(=O)c1cc(NC2c3ccccc3C(=O)N2c2cccnc2)cc(C(=O)OC)c1 (configuration not stated) | 0 | 0.3 | 0.9 | 3 | 6 | 5 | -3 | 0.3 | -2.3 |
